procasp3 activ: activators of human procaspase-3 | P42574 | recombinant procaspase-3 D3A, Ac-DEVD-pNA absorbance 405 nm | activation, % at 8.5 µM | hit rate 0.11% among 330,000;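 active means activation above the mean of all tested compounds plus 3 SD, cut at about 21% in these data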;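 further: 0% = DMSO alone and 100% = DMSO wells spiked with extra 5 µM PC-3 D3A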
Target sequence (P42574 whole entry D9A/D28A/D175A): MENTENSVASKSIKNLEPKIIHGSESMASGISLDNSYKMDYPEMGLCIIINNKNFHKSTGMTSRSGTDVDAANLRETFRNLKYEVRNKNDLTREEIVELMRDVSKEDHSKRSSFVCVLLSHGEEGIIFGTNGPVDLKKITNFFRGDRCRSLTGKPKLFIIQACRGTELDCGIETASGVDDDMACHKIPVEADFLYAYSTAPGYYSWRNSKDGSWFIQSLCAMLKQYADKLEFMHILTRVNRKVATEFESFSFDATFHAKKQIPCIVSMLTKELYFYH
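Test system: Procaspase-3 D3A mutant; medium: Zinc-free HEPES/NaCl buffer with 0.01% Triton X-100 at pH 7.4; reagent: DEVD-pNA substrate; doses: one concentration, 8.5 µM nominal, 0.8% DMSO; times: 1 h preincubation plus 2 h reaction at 25 °C; signal: Epi-absorbance at 405 nm of released p-nitroaniline, 0 and 120 min; replicates: singlicate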
procasp7 counter: activates human procaspase-7, counter-screen for procaspase-3 activators. P55210. hit rate 0.093% among 330,000. activation, % at 8.5 µM. recombinant procaspase-7, Ac-DEVD-pNA absorbance 405 nm; D23A/D198A/D206A triple mutant, cannot self-cleave; scale: DMSO 0, 5 µM enzyme 100;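 active means percent activation above the screen-wide mean plus 3 SD, cut at about 25% in these data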
Target sequence (P55210 whole entry D23A/D198A/D206A): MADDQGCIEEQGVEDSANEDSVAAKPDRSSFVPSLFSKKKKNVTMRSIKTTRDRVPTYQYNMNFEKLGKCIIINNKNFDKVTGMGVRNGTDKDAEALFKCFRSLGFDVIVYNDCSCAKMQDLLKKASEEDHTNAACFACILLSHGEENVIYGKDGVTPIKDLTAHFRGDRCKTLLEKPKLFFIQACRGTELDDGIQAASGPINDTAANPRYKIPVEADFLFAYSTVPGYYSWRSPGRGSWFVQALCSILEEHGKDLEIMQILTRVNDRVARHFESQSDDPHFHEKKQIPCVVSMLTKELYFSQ
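Assay system: Uncleavable procaspase-7 mutant enzyme | Input: 2 µM procaspase-7 mutant as dispensed | Timing: 1 h compound preincubation, 2 h substrate cleavage, 25 °C | Repeats: One well per compound | Control set: DMSO wells as 0%, DMSO with 5 µM added PC-7 as 100% | Technique: Epi-absorbance of released pNA at 405 nm, two timepoints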
AHR act: human AHR activation | activation, % at 5 µM | AHR-responsive luciferase reporter cells, luminescence | hit rate 2.5% among 320,000 | P35869; in the data active means activation above about 47%;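 further: 0% = vehicle wells and 100% = reference agonist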
LAP4-GFP MLPCN: modulators of TOR pathway LAP4-GFP in S. cerevisiae; S. cerevisiae LAP4-GFP multiplex, flow cytometry GFP, 3 h; median GFP as percent of DMSO wells; GFP response vs DMSO, % at 10 µM; hit rate 0.34% among 320,000; AID 2023;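 active means GFP response vs DMSO above a set limit, about the screen mean plus 3 SD, cut at about 150% in these data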
MEP2 TOR yeast: modulators of TOR pathway MEP2-GFP in S. cerevisiae | GFP response vs DMSO, % at 10 µM | hit rate 0.51% among 330,000 | S. cerevisiae MEP2-GFP strain, flow cytometry GFP, 3 h; 100% = DMSO control level;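 active means GFP response versus DMSO above a set limit, roughly screen mean plus 3 SD, cut at about 180% in these data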;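 further: median GFP fluorescence of the barcode-gated MEP2-GFP cells per well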
AGP1-GFP MLPCN: alters AGP1-GFP fluorescence in TOR pathway yeast screen; GFP response vs DMSO, % at 10 µM; S. cerevisiae AGP1-GFP multiplex flow cytometry, 3 h; GFP as percent of DMSO wells; hit rate 0.02% among 320,000;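 active means GFP response relative to DMSO above a set limit, near screen average plus 3 SD, cut at about 150% in these data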;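 further: median GFP channel fluorescence of the gated AGP1 strain per well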
RPL19A TOR yeast: modulators of TOR pathway RPL19A-GFP in S. cerevisiae; S. cerevisiae RPL19A-GFP strain, flow cytometry, 3 h; stronger effect = lower value; percent response vs DMSO, % at 10 µM; hit rate 0.3% among 330,000;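 active means percent response vs DMSO below 50%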;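 further: median channel GFP fluorescence of the barcoded RPL19A-GFP strain; ratio of sample median GFP to plate DMSO average so 100% = DMSO; lower means less RPL19A-GFP as with rapamycin TOR inhibition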
CIT2-GFP yeast: modulators of TOR pathway CIT2-GFP in S. cerevisiae | GFP response vs DMSO, % at 10 µM | AID 2029 | S. cerevisiae CIT2-GFP strain, flow cytometry, 3 h; 100 means same as DMSO wells | hit rate 0.065% among 320,000;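 active means GFP response relative to DMSO above a set limit, near the screen mean plus 3 SD, cut at about 150% in these data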;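 further: ratio of well median GFP fluorescence to mean of DMSO wells on the plate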
The depositor's hits bear a star.

CC(=O)c1cccc(NC(=O)CN2CCc3cc4c(cc3C2)OCCCO4)c1 was read as procasp3 activ 8, procasp7 counter 2, AHR act 0, LAP4-GFP MLPCN 99, MEP2 TOR yeast 99, AGP1-GFP MLPCN 97, RPL19A TOR yeast 100 and CIT2-GFP yeast 96.
For CCOc1cc(S(=O)(=O)NCCCN2CCOCC2)c(C)cc1C the results were LAP4-GFP MLPCN 68, MEP2 TOR yeast 102, AGP1-GFP MLPCN 93, RPL19A TOR yeast 110 and CIT2-GFP yeast 110.
`COc1cc2c(cc1NC(=O)c1cccnc1)CCCC2` gave procasp3 activ -1, procasp7 counter 1, AHR act 0, LAP4-GFP MLPCN 101, MEP2 TOR yeast 97, AGP1-GFP MLPCN 95, RPL19A TOR yeast 98 and CIT2-GFP yeast 96.
`COc1ccc(Cl)cc1NS(=O)(=O)c1cccc(C(=O)NCC2CCCO2)c1` (stereo unspecified) gave procasp3 activ -4, procasp7 counter 8, AHR act -1, LAP4-GFP MLPCN 77, MEP2 TOR yeast 100, AGP1-GFP MLPCN 87, RPL19A TOR yeast 103 and CIT2-GFP yeast 117.
For O=C(Nc1ccc(N2CCN(C(=O)c3ccco3)CC2)cc1)C(c1ccccc1)c1ccccc1 the results were procasp3 activ 3, procasp7 counter -2, AHR act -1, LAP4-GFP MLPCN 107, MEP2 TOR yeast 103, AGP1-GFP MLPCN 104, RPL19A TOR yeast 105 and CIT2-GFP yeast 101.
Screening COc1ccc2c(c1)-c1c(sn(-c3ccccc3)c1=S)C(C)(C)N2 returned procasp3 activ 1, procasp7 counter 6, AHR act 4, LAP4-GFP MLPCN 122, MEP2 TOR yeast 108, AGP1-GFP MLPCN 106, RPL19A TOR yeast 95 and CIT2-GFP yeast 92.
For O=C(Cc1coc(-c2ccc(F)cc2)n1)NCc1ccccc1 the results were procasp3 activ 3, procasp7 counter 7, AHR act -1, LAP4-GFP MLPCN 105, MEP2 TOR yeast 122, AGP1-GFP MLPCN 95, RPL19A TOR yeast 98 and CIT2-GFP yeast 92.
C=CCOc1ccc(/C=C/C(=O)OCC(=O)N(C)CC(=O)Nc2ccccc2Cl)cc1 was read as procasp3 activ 9, procasp7 counter 2, AHR act -2, LAP4-GFP MLPCN 104, MEP2 TOR yeast 92, AGP1-GFP MLPCN 98, RPL19A TOR yeast 96 and CIT2-GFP yeast 97.
Cc1ccc(C)c(C(=O)CSc2n[nH]c(C)n2)c1 was read as procasp3 activ -8, procasp7 counter 7, AHR act -5, LAP4-GFP MLPCN 110, MEP2 TOR yeast 111, AGP1-GFP MLPCN 106, RPL19A TOR yeast 106 and CIT2-GFP yeast 107.
Screening CCCc1cc(=O)oc2c(C)c(OCC(=O)Nc3ccc(CN4CCOCC4)cc3)ccc12 returned procasp3 activ 3, procasp7 counter 20, AHR act -4, LAP4-GFP MLPCN 109, MEP2 TOR yeast 102, AGP1-GFP MLPCN 107, RPL19A TOR yeast 96 and CIT2-GFP yeast 97.

Two compounds drawn at random from those above, as already listed:
For O=C(Cc1coc(-c2ccc(F)cc2)n1)NCc1ccccc1 the results were procasp3 activ 3, procasp7 counter 7, AHR act -1, LAP4-GFP MLPCN 105, MEP2 TOR yeast 122, AGP1-GFP MLPCN 95, RPL19A TOR yeast 98 and CIT2-GFP yeast 92.
For O=C(Nc1ccc(N2CCN(C(=O)c3ccco3)CC2)cc1)C(c1ccccc1)c1ccccc1 the results were procasp3 activ 3, procasp7 counter -2, AHR act -1, LAP4-GFP MLPCN 107, MEP2 TOR yeast 103, AGP1-GFP MLPCN 104, RPL19A TOR yeast 105 and CIT2-GFP yeast 101.

Other structures
`CCN(CC)c1ccc(/C=N/NC(=O)C(O)(c2ccccc2)c2ccccc2)o1` gave procasp3 activ -1, procasp7 counter -3, AHR act -1, LAP4-GFP MLPCN 98, MEP2 TOR yeast 104, AGP1-GFP MLPCN 106, RPL19A TOR yeast 108 and CIT2-GFP yeast 103.
COc1cccc(Nc2nc(-c3cccnc3)cs2)c1 was read as procasp3 activ 1, procasp7 counter -9, AHR act 108*, LAP4-GFP MLPCN 89, MEP2 TOR yeast 109, AGP1-GFP MLPCN 94, RPL19A TOR yeast 101 and CIT2-GFP yeast 99.
`CC1=Nc2ccccc2N=C(NC(=O)c2ccccc2)C1c1ccc(Cl)cc1` (stereo unspecified) gave procasp3 activ -10, procasp7 counter -4, AHR act -1, LAP4-GFP MLPCN 108, MEP2 TOR yeast 102, AGP1-GFP MLPCN 96, RPL19A TOR yeast 96 and CIT2-GFP yeast 98.
For CC(C)OC(=O)Cn1c(-c2ccccc2)c(-c2ccccc2)nnc1=O the results were procasp3 activ 15, procasp7 counter -3, AHR act 1, LAP4-GFP MLPCN 93, MEP2 TOR yeast 109, AGP1-GFP MLPCN 99, RPL19A TOR yeast 104 and CIT2-GFP yeast 106.
`O=C(O)C1C2C=CC3(CN(Cc4ccccn4)C(=O)C13)O2` (stereo unspecified) gave procasp3 activ 0, procasp7 counter 5, AHR act 6, LAP4-GFP MLPCN 98, MEP2 TOR yeast 97, AGP1-GFP MLPCN 95, RPL19A TOR yeast 97 and CIT2-GFP yeast 98.
CC(C)CC(=O)OC(C)(C)[C@@H]1Cc2c(ccc3ccc(=O)oc23)O1 was read as procasp3 activ -5, procasp7 counter 11, AHR act -1, LAP4-GFP MLPCN 116, MEP2 TOR yeast 105, AGP1-GFP MLPCN 100, RPL19A TOR yeast 96 and CIT2-GFP yeast 92.
Screening CC(=O)OCC(=O)[C@H]1CC[C@H]2[C@@H]3CC=C4C[C@@H](O)CC[C@]4(C)[C@H]3CC[C@]12C returned procasp3 activ -2, procasp7 counter 1, AHR act -4, LAP4-GFP MLPCN 125, MEP2 TOR yeast 99, AGP1-GFP MLPCN 95, RPL19A TOR yeast 100 and CIT2-GFP yeast 88.
Screening CSCC[C@H](NC(=O)c1cc([N+](=O)[O-])ccc1Cl)c1nc2ccccc2[nH]1 returned procasp3 activ -6, procasp7 counter 4, AHR act 21, LAP4-GFP MLPCN 101, MEP2 TOR yeast 97, AGP1-GFP MLPCN 98, RPL19A TOR yeast 100 and CIT2-GFP yeast 95.
CN(C)S(=O)(=O)c1ccc(N2C(=O)CC2(/C=C/c2ccccc2)C(=O)NC2CCCC2)cc1 (stereo unspecified) was read as procasp3 activ -4, procasp7 counter -2, AHR act 2, LAP4-GFP MLPCN 98, MEP2 TOR yeast 102, AGP1-GFP MLPCN 105, RPL19A TOR yeast 98 and CIT2-GFP yeast 110.
O=C(Nc1ccn(Cc2ccccc2)n1)c1cccc(Cn2cc([N+](=O)[O-])cn2)c1 was read as procasp3 activ -5, procasp7 counter -3, AHR act 20, LAP4-GFP MLPCN 84, MEP2 TOR yeast 98, AGP1-GFP MLPCN 91, RPL19A TOR yeast 100 and CIT2-GFP yeast 91.
`COC(=O)c1ccc(NC(=O)CN2CCN(S(=O)(=O)c3cc(Cl)ccc3OC)CC2)cc1` gave procasp3 activ 2, procasp7 counter 0, AHR act 2, LAP4-GFP MLPCN 97, MEP2 TOR yeast 99, AGP1-GFP MLPCN 50 and CIT2-GFP yeast 99.
Screening O=C(NC1CCN(Cc2ccccc2)CC1)c1cccc(S(=O)(=O)Nc2ccc(Br)cc2)c1 returned procasp3 activ 7, procasp7 counter 13, AHR act 0, LAP4-GFP MLPCN 102, MEP2 TOR yeast 97, AGP1-GFP MLPCN 103, RPL19A TOR yeast 94 and CIT2-GFP yeast 94.
Screening COc1ccc(S(=O)(=O)N2CCN(C(=O)C3CC3)CC2)cc1Br returned procasp3 activ -1, procasp7 counter -9, AHR act 1, LAP4-GFP MLPCN 106, MEP2 TOR yeast 101, AGP1-GFP MLPCN 106, RPL19A TOR yeast 103 and CIT2-GFP yeast 96.
`Cc1cccc(C=Nc2ccc3c(c2)oc2ccccc23)c1O` gave procasp3 activ 7, procasp7 counter 1, AHR act 19, LAP4-GFP MLPCN 89, MEP2 TOR yeast 95, AGP1-GFP MLPCN 98, RPL19A TOR yeast 97 and CIT2-GFP yeast 99.
Screening Cc1[nH]c2ccccc2c1/C=N/NC(=O)CNC(=O)c1ccccc1 returned procasp3 activ 2, procasp7 counter 7, AHR act 9, LAP4-GFP MLPCN 108, MEP2 TOR yeast 94, AGP1-GFP MLPCN 109, RPL19A TOR yeast 98 and CIT2-GFP yeast 109.
`COc1ccc(NS(=O)(=O)c2ccc(O)c(C(=O)OCC(=O)NC(C)C3CC4CCC3C4)c2)cc1` (stereo unspecified) gave procasp3 activ -7, procasp7 counter 6, AHR act -1, LAP4-GFP MLPCN 105, MEP2 TOR yeast 106, AGP1-GFP MLPCN 88, RPL19A TOR yeast 76 and CIT2-GFP yeast 103.
OCC(CBr)(CBr)CBr was read as procasp3 activ 3, procasp7 counter 12, AHR act 1, LAP4-GFP MLPCN 88, MEP2 TOR yeast 90, AGP1-GFP MLPCN 90, RPL19A TOR yeast 93 and CIT2-GFP yeast 94.
For COc1ccc(S(=O)(=O)N2CCCN(CC(=O)Nc3cc(NC(C)=O)ccc3OC)CC2)cc1 the results were procasp3 activ 0, procasp7 counter 11, AHR act -5, LAP4-GFP MLPCN 99, MEP2 TOR yeast 99, AGP1-GFP MLPCN 112, RPL19A TOR yeast 101 and CIT2-GFP yeast 103.
Screening CCOC(=O)c1c(C)[nH]c(C(=O)CN2CCN(CC)CC2)c1C returned procasp3 activ 6, procasp7 counter 0, AHR act 1, LAP4-GFP MLPCN 112, MEP2 TOR yeast 102, AGP1-GFP MLPCN 100, RPL19A TOR yeast 102 and CIT2-GFP yeast 96.
`COc1ccc(-c2cc(C(=O)N3CCN(c4ccccc4OC)CC3)no2)cc1` gave procasp3 activ 8, procasp7 counter -10, AHR act -1, LAP4-GFP MLPCN 79, MEP2 TOR yeast 98, AGP1-GFP MLPCN 92, RPL19A TOR yeast 93 and CIT2-GFP yeast 85.
`COc1ccc(CNCCC2(O)CC(C)N(C)CC2C)cc1OC` (stereo unspecified) gave procasp3 activ 1, procasp7 counter 2, AHR act 1, LAP4-GFP MLPCN 98, MEP2 TOR yeast 106, AGP1-GFP MLPCN 99, RPL19A TOR yeast 100 and CIT2-GFP yeast 101.
For O=C(CNC(=O)c1ccc(Cl)cc1)OCc1nc2ccccc2s1 the results were procasp3 activ 8, procasp7 counter -8, AHR act 13, LAP4-GFP MLPCN 96, MEP2 TOR yeast 100, AGP1-GFP MLPCN 95, RPL19A TOR yeast 101 and CIT2-GFP yeast 90.
For CCC(=O)Nc1ccc(C(=O)NNC(=O)c2ccc([N+](=O)[O-])cc2)cc1 the results were procasp3 activ -2, procasp7 counter 4, AHR act 0, LAP4-GFP MLPCN 100, MEP2 TOR yeast 105, AGP1-GFP MLPCN 100, RPL19A TOR yeast 97 and CIT2-GFP yeast 98.
For CCCn1c(SCC(=O)Nc2ccc3c(c2)OCCO3)nnc1-c1ccco1 the results were procasp3 activ 5, procasp7 counter -4, AHR act -6, LAP4-GFP MLPCN 98, MEP2 TOR yeast 106, AGP1-GFP MLPCN 102, RPL19A TOR yeast 102 and CIT2-GFP yeast 101.
